S aureus QS inh: blocks AIP-induced quorum sensing reporter in S. aureus; inhibition, % at 2 µM; AID 527; S. aureus RN6390 RNAIII-GFP reporter, flow cytometry 3 h; hit rate 0.3% among 24,000;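 active means share of bacteria positive for the green fluorescent reporter and its mean brightness both inhibited by 50% or more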;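 further: 0% = AIP-stimulated control and 100% = unstimulated bacteria without AIP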
S aureus QS inh GFP MFI %: second read-out of S aureus QS inh, no call of its own (marks repeat the call); inhibition, %; measured here: inhibition of GFP MFI
The depositor's hits bear a star. Only part of the results is shown; the hit share may differ from the screen's.

SMILES	S aureus QS inh	S aureus QS inh GFP MFI %
CCOC(=O)Cn1c(=O)oc2cc(S(=O)(=O)Nc3cc(OCC)ccc3OCC)ccc21	1	10
COc1ccc(OC)c(C2CC(=O)N3CN(c4ccccc4F)CSC3=C2C#N)c1 (stereo unspecified)	1	12
O=C(Nc1ccccc1F)C1CCCN(S(=O)(=O)c2cccc3cccnc23)C1 (stereo unspecified)	0	4
O=C(O)C1CC=C(Cl)CC1C(=O)NCC1OCCc2ccccc21 (stereo unspecified)	-1	6
C[C@@H]1C[C@H]2[C@@H]3CCC4=CC(=O)C=C[C@]4(C)[C@@]3(F)[C@@H](O)C[C@]2(C)[C@@]1(O)C(=O)COP(=O)(O)O	-2	-12
COc1ccc(NC(=O)CN(c2ccc(C(C)C)cc2)S(=O)(=O)c2c(C)noc2C)cc1OC	-2	-66
O=C(OCC(CO)OC(CO)n1ccc(=O)[nH]c1=O)c1ccccc1 (stereo unspecified)	0	-26
O=C(Nc1ccc(Br)cc1F)C1CCCN(S(=O)(=O)c2cnc[nH]2)C1 (stereo unspecified)	0	-2
C=CCN1C(=O)CS/C1=C(\C#N)S(=O)(=O)c1ccc(C)cc1	-4	-7
CCOc1ccc(-c2nc(CSCC(=O)NCCN3CCOCC3)c(C)o2)cc1	2	4
CSc1cccc(-n2cc(-c3ccc4c(c3)OCO4)[nH]c2=O)c1	33	43
CC(NC(=O)C1CCCN(S(=O)(=O)c2cccs2)C1)c1ccccc1 (stereo unspecified)	4	11
COCCN(C(=O)Nc1ccccc1)C(C)c1cccnc1 (stereo unspecified)	-4	-3
N#CCCN1CCN(S(=O)(=O)c2ccc(S(=O)(=O)N3CCCCCC3)cc2)CC1	-3	-12
COc1ccccc1-c1nnc(SCC(=O)N2CCOCC2)o1	0	3
O=c1c[n+]([O-])c2ccccc2n1OCc1c(F)cccc1F	-1	-10
Cc1ccc(S(=O)(=O)CC(=O)N2CCCCCC2)cc1	-6	-11
O=C(Nc1ccncc1)C1c2ccccc2Oc2ccccc21	-4	-7
COc1ccc(Nc2nc(N)nc(CN3CCC(Cc4ccccc4)CC3)n2)cc1	3	5
CCc1nn(C(C)C(=O)NCCN2CCN(c3cccc(C)c3C)CC2)c(=O)c2cc3occc3n12 (stereo unspecified)	-1	-13
Cc1ccc(CCC(=O)Nc2ccc(S(N)(=O)=O)cc2)o1	0	11
CCn1c2ccccc2c2cc(NC(=O)CSc3nnc(C4CC4)n3Cc3ccco3)ccc21	39	71
COc1ccc(S(=O)(=O)Cc2ccc(C(=O)N3CCN(c4ccc(Cl)cc4)CC3)o2)cc1	-3	-21
CN(C)c1nc(Oc2ccc(N)cc2)nc(N(C)C)n1	2	13
CCN(CC)CCCNC(=O)CC1Sc2ccccc2NC1=O (stereo unspecified)	2	7
(further entries)
SMILES	S aureus QS inh	S aureus QS inh GFP MFI %
Cc1ccc(-c2nnc(SCC(=O)N3c4ccccc4NC(=O)C3(C)C)n2N)cc1	-2	-3
CCOc1ccc(C2CC(=O)c3c([nH]c(C(=O)OC)c3C)C2)cc1OC (stereo unspecified)	-3	-6
Oc1c(CN2CCCCC2)cc(Br)c2cccnc12	-4	-8
Cc1cc(C(F)F)n2ncc(C(=O)NC3CCCCCC3)c2n1	0	-1
COc1ccc(NC(=O)Cn2nnc(C(=O)NCc3cccc(OC)c3)c2N)cc1	-3	19
COCCNC(=O)CCc1nc(-c2ccccc2)no1	-4	0
COc1ccc(OC)c(C2CC(=O)Nc3cc(OC)c(OC)c(OC)c32)c1 (stereo unspecified)	-3	-5
COC(=O)CNc1c(-c2ccccn2)nc2ccc(Br)cn12	0	-8
C=CCn1c(SCC(=O)c2ccc(OC)cc2)nnc1C(C)NC(=O)c1cccs1 (stereo unspecified)	0	-4
COc1cccc(NC(=O)CN2C(=O)COc3ccc(Cl)cc32)c1	34	61
Cc1ccc(NC(=O)CC(NCCN2CCOCC2)C(=O)O)cc1Cl (stereo unspecified)	-5	-8
CCOc1ccccc1C(=O)N(CN1CCCC1=O)c1cccc(Cl)c1	-4	-14
COc1ccc(CCNC(=O)CC2Oc3ccc(Cl)cc3NC2=O)cc1OC (stereo unspecified)	0	-2
CCN(C(=O)c1cn(C)c(=O)c2cc(OC)c(OC)cc12)c1cc(OC)ccc1OC	-2	-1
CC(=O)C1=C(C)NC(C)=C(C(C)=O)C1c1cccs1	-1	-1
COCCN(CCOC)c1ncnc2c1cnn2-c1ccc(Cl)cc1	2	14
CCOc1ccc(CC(=O)Nc2c(C(N)=O)oc3ccc(Br)cc23)cc1OCC	0	0
CC12CC(NC(=O)N1c1cccc(C(=O)N3CCN(c4ccccc4F)CC3)c1)c1ccccc1O2 (stereo unspecified)	0	6
Cc1ccsc1C1C2=C(CC(C)(C)CC2=O)Nc2ncnn21 (stereo unspecified)	-2	-9
Brc1cccc(-c2cnc3n2CCCCC3)c1	4	17
O=C(CN1C(=O)c2ccccc2S1(=O)=O)NCc1ccccn1	-2	-14
C(=N\n1cnnc1)/c1cccc(OCCOc2ccccc2)c1	-2	-2
c1ccc2c(c1)nc(NCC1CCCO1)c1nnnn12 (stereo unspecified)	0	-6
COc1ccc(C(=O)CSc2nnc(CNc3ccc(C)cc3C)o2)cc1	-2	0
O=C(C1CCCN(S(=O)(=O)Cc2ccccc2)C1)N1CCCCC1 (stereo unspecified)	4	8

Shown with two lines to a compound: part of the list above.
Every second line gives: S aureus QS inh | S aureus QS inh GFP MFI %
> Cc1ccc(-c2nnc(SCC(=O)N3c4ccccc4NC(=O)C3(C)C)n2N)cc1
  -2 | -3
> CCOc1ccc(C2CC(=O)c3c([nH]c(C(=O)OC)c3C)C2)cc1OC (stereo unspecified)
  -3 | -6
> Oc1c(CN2CCCCC2)cc(Br)c2cccnc12
  -4 | -8
> Cc1cc(C(F)F)n2ncc(C(=O)NC3CCCCCC3)c2n1
  0 | -1
> COc1ccc(NC(=O)Cn2nnc(C(=O)NCc3cccc(OC)c3)c2N)cc1
  -3 | 19
> COCCNC(=O)CCc1nc(-c2ccccc2)no1
  -4 | 0
> COc1ccc(OC)c(C2CC(=O)Nc3cc(OC)c(OC)c(OC)c32)c1 (stereo unspecified)
  -3 | -5
> COC(=O)CNc1c(-c2ccccn2)nc2ccc(Br)cn12
  0 | -8
> C=CCn1c(SCC(=O)c2ccc(OC)cc2)nnc1C(C)NC(=O)c1cccs1 (stereo unspecified)
  0 | -4
> COc1cccc(NC(=O)CN2C(=O)COc3ccc(Cl)cc32)c1
  34 | 61
> Cc1ccc(NC(=O)CC(NCCN2CCOCC2)C(=O)O)cc1Cl (stereo unspecified)
  -5 | -8
> CCOc1ccccc1C(=O)N(CN1CCCC1=O)c1cccc(Cl)c1
  -4 | -14
> COc1ccc(CCNC(=O)CC2Oc3ccc(Cl)cc3NC2=O)cc1OC (stereo unspecified)
  0 | -2
> CCN(C(=O)c1cn(C)c(=O)c2cc(OC)c(OC)cc12)c1cc(OC)ccc1OC
  -2 | -1
> CC(=O)C1=C(C)NC(C)=C(C(C)=O)C1c1cccs1
  -1 | -1
> COCCN(CCOC)c1ncnc2c1cnn2-c1ccc(Cl)cc1
  2 | 14
> CCOc1ccc(CC(=O)Nc2c(C(N)=O)oc3ccc(Br)cc23)cc1OCC
  0 | 0
> CC12CC(NC(=O)N1c1cccc(C(=O)N3CCN(c4ccccc4F)CC3)c1)c1ccccc1O2 (stereo unspecified)
  0 | 6
> Cc1ccsc1C1C2=C(CC(C)(C)CC2=O)Nc2ncnn21 (stereo unspecified)
  -2 | -9
> Brc1cccc(-c2cnc3n2CCCCC3)c1
  4 | 17
> O=C(CN1C(=O)c2ccccc2S1(=O)=O)NCc1ccccn1
  -2 | -14
> C(=N\n1cnnc1)/c1cccc(OCCOc2ccccc2)c1
  -2 | -2

Further structures follow.
SMILES	S aureus QS inh	S aureus QS inh GFP MFI %
CC(=O)Nc1nonc1-c1nc2ccccc2n1CCC(C)C	-2	-9
O=C(Nc1cccc(C(F)(F)F)c1)c1ccco1	0	6
CCCC(=O)Nc1ccc2oc(-c3cccnc3)nc2c1	-1	-3
O=C(Nc1ccccn1)NC(C(F)(F)F)C(F)(F)F	0	0
O=C(NC1CCCCCC1)C1CCN(c2nc3ccccc3o2)CC1	-3	-18
N#Cc1c(N)n(CCOC(=O)c2cccc(Br)c2)c2nc3ccccc3nc12	6	5
CCOC(=O)C1=C(C)NC(=O)NC1c1ccc(C)o1 (stereo unspecified)	-3	-2
O=C(NCc1ccco1)C1CCN(c2nc3ccccc3n2Cc2ccc(F)cc2)CC1	-1	-6
O=C(NCc1ccc2c(c1)OCO2)C1CC(=O)N(C2CCCCCCC2)C1 (stereo unspecified)	1	-13
O=C1SC(c2ccccc2)=C/C1=C\N1CCCCC1	11	36
COc1ccccc1C(O)P(=O)(OC(C)C)c1ccc(N(C)C)cc1 (stereo unspecified)	1	13
COc1ccccc1Oc1ccc(S(=O)(=O)N2CCOCC2)cc1S(=O)(=O)N1CCOCC1	0	-1
COc1cccc(C2=CC(c3cccc(OC)c3OC(F)F)n3nnnc3N2)c1 (stereo unspecified)	15	19
c1nc(N2CCCC2)c2[nH]cnc2n1	-7	-15
Cc1ccc(-c2ccc(=O)n(CC(=O)NCCCN3CCCCC3)n2)cc1	-4	0
CCN(CCCNC(=O)C1CCC(=O)N1Cc1ccc(C)cc1)c1cccc(C)c1 (stereo unspecified)	2	4
O=C(CSC1=NS(=O)(=O)c2ccccc21)Nc1ccccc1	-5	-28
CC(=O)C1C(=O)C=C(c2ccco2)CC1c1ccccc1 (stereo unspecified)	-1	0
O=C(O)c1cccnc1SCC(=O)N1CCCCCC1	-3	-13
COc1ccccc1N1CCN(CCCNC(=O)Nc2ccccc2C)CC1	-8	-22
c1ccc(Cc2nnc3sc(-c4ccco4)nn23)cc1	-2	-69
O=C(c1ccco1)N1CCN(C(=O)c2cccn3c(=O)c4c5c(sc4nc23)CCCC5)CC1	1	-14
CN(CC(=O)NC1CCCCC1)S(=O)(=O)c1ccc(Br)s1	1	5
Cc1noc(NS(=O)(=O)c2ccc(NC(=O)CSc3nc4c(cc3C#N)CCC4)cc2)c1C	-3	-4
CCNC(=O)COc1ccc(Br)cc1Cl	-4	-6
Additional records.
SMILES	S aureus QS inh	S aureus QS inh GFP MFI %
CC(=O)N1CCN=C1SCc1ccccc1Cl	-7	-22
O=C(c1noc2c1CCCC2)N1CCN(C(c2ccccc2)c2ccccc2)CC1	0	9
COc1cccc(C2CC(=O)Nc3cc(OC)c(OC)c(OC)c32)c1OC (stereo unspecified)	-2	1
O=C(CSc1nccc2ccccc12)N1CCN(c2ccccn2)CC1	0	2
O=C1c2cccnc2C(O)N1Cc1ccc(F)cc1 (stereo unspecified)	1	5
Cc1nc2ncnn2c(N2CCC(C(=O)NCC3CCCO3)CC2)c1Cc1ccccc1 (stereo unspecified)	-1	-4
Cc1cccc(CN2CCN(CC(=O)NCc3ccc(F)cc3)C2=O)c1	0	4
COc1ccc(-n2c(C)nc3c(cnn3-c3ccc(C)c(C)c3)c2=O)cc1	-3	-16
O=C(NC(=O)c1cccc(OC(F)(F)C(F)F)c1)OC1CCS(=O)(=O)C1 (stereo unspecified)	-1	-18
COc1ccc(S(=O)(=O)Nc2ccc(F)c(Cl)c2)cc1OC	0	3
CCN1CCN(C(C(=O)NC2CCCC2)c2ccc(Cl)cc2)CC1 (stereo unspecified)	10	13
Cc1cc(C)c(C)c(OCC(=O)NCC2CCCO2)c1 (stereo unspecified)	-1	-22
CN=CC1=C(O)c2ccccc2C1=O	0	26
Cc1ccccc1-n1nc2c(c1NC(=O)c1cc3ccccc3oc1=O)CS(=O)C2 (stereo unspecified)	-1	4
COc1ccc(C2C(=O)c3ccccc3C2=O)c(OC)c1	-1	14
CC1CCN(c2oc(-c3cccc4ccccc34)nc2C#N)CC1	0	4
Cn1c(=O)c(=O)n(C)c2cc(S(=O)(=O)CCC(=O)N3CCOCC3)ccc21	-2	-1
COc1ccccc1NS(=O)(=O)c1ccc(NC(=O)c2nc3ncccn3n2)cc1	-2	-14
Nc1cccc(C(=O)O)c1	0	-3
Cc1cc2c(c(=O)o1)C1(C(=O)N(CC(=O)O)c3ccccc31)C(C#N)=C(N)O2 (stereo unspecified)	-12	-33
Cc1ccc(N(CC(=O)O)S(=O)(=O)c2cccc3nonc23)cc1	-2	-2
CCOC(=O)c1sc(=S)n(-c2ccc(F)c(F)c2)c1N	-8	-22
CCOC(=O)C1CCN(C(C)=C2C(=O)c3ccccc3C2=O)CC1	-3	-4

Sorted by the number under S aureus QS inh (high to low): three from the list above.
SMILES	S aureus QS inh	S aureus QS inh GFP MFI %
CCN1CCN(C(C(=O)NC2CCCC2)c2ccc(Cl)cc2)CC1 (stereo unspecified)	10	13
COc1ccc(S(=O)(=O)Nc2ccc(F)c(Cl)c2)cc1OC	0	3
Cc1cc(C)c(C)c(OCC(=O)NCC2CCCO2)c1 (stereo unspecified)	-1	-22
